Screening results from PubChem BioAssay.
PostGolgi ctrl = inhibits growth of the yeast control strain. efflux-deficient yeast background strain, growth absorbance A615, 16 h. inhibition, % at 10 µM. 5% of 98,000 active; in the data active = inhibition above about 30%
H69AR inhibit = blocks growth of human H69AR lung tumor cells; H69AR lung tumor viability, ATP luminescence, 72 h; active compounds read low; viability, % at 10 µM; 6% of 85,000 active;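 active = viability at or below 40%; inactive = viability above 40%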;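 also: multidrug resistant small cell line overexpressing MRP-1 efflux transporter; 100% = mean luminescence of untreated control wells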
PTPN22 act = LYP (human) phosphatase activation; recombinant LYP, DiFMUP fluorescence; 0 = plate median, 100 = signal doubled; Q9Y2R2; activation, % at 2 µM; 0.11% of 96,000 active; AID 697;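 active = activation at 2 µM above a set limit, the mean plus 5 SD, cut at about 37% in these data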
Target sequence (Q9Y2R2 whole entry, looked up): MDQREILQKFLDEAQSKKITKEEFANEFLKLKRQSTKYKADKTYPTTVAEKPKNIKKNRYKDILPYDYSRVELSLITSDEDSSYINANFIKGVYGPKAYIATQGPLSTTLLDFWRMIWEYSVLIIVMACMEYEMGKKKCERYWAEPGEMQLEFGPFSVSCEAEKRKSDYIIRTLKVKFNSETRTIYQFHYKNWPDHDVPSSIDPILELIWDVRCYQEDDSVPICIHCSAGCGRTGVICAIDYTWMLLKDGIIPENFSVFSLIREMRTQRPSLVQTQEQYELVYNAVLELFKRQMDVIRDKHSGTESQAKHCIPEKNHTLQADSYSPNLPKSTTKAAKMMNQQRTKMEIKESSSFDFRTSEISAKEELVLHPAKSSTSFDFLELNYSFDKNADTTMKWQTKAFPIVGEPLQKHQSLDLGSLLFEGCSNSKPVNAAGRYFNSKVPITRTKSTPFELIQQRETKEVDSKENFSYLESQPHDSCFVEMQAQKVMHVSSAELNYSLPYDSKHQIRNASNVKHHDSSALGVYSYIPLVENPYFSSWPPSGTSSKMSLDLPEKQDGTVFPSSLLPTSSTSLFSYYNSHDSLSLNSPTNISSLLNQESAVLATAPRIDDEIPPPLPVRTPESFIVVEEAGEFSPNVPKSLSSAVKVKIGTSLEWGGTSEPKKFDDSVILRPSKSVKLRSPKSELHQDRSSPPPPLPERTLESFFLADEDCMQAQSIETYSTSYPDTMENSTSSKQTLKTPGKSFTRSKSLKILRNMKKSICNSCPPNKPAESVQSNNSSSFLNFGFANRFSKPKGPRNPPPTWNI
HUVEC prolif 384 = blocks proliferation of human endothelial cells; HUVEC proliferation, CellTiter-Glo luminescence, 72 h; active compounds read low; viability, % at 10 µM (by protocol); 1.1% of 86,000 active;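 active = viability at or below 30%; inactive = viability above 30%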;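 also: 100% = median luminescence of DMSO-only cell control wells on each plate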
Lung fibro prol = blocks proliferation of human lung fibroblasts; LL 47 human lung fibroblast viability, ATP luminescence; active compounds read low; viability, % at 10 µM; 1.1% of 85,000 active; AID 719;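 active = viability at or below 50% in the single dose screen; inactive = viability above 50%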;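 also: compound exposure lasted 72 h before the ATP readout; 100% = median luminescence of untreated cell-only wells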
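Test system: LL 47 human lung fibroblasts / Incubation: 72 h compound exposure at 37 °C after overnight plating / Technique: luminescent ATP detection, CellTiter-Glo / Compound dosing: 0.1% DMSO in all compound wells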
sEH activator = activators of human soluble epoxide hydrolase; P34913; purified human sEH enzymatic activity, activator screen; activation, % at 2 µM; 0.04% of 91,000 active; in the data active = activation above about 37%; also: values of inactives mirror those of a sister screen read the other way
S1P2 blocker = antagonists of human S1P2 receptor; O95136; cell-based S1P2 antagonist assay, inhibition at 5 uM; inhibition, % at 5 µM; 0.21% of 97,000 active; AID 736; in the data active = inhibition above about 45%;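 also: CRE beta-lactamase reporter cells expressing human S1P2 stimulated with S1P; 0% = agonist at EC80 alone and 100% = agonist plus reference antagonist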
S1P2 ag = agonists of human S1P2 receptor; activation, % at 4.5 µM; 0.46% of 97,000 active; AID 729; S1P2-expressing cell line, agonist reporter read-out; in the data active = activation above about 16%;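 also: 0% = vehicle low control and 100% = maximal reference agonist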
sEH inh = soluble epoxide hydrolase (human) inhibition; recombinant human sEH enzymatic activity assay; inhibition, % at 2 µM; 0.34% of 91,000 active; in the data active = inhibition above about 80%; also: values of inactives mirror those of a sister screen read the other way; many of its hits are not listed in these tables
Active calls of the source: *; . = no result given. Only part of the results is shown, so the mix of outcomes need not match the whole.

Fields: PostGolgi ctrl	H69AR inhibit	PTPN22 act	HUVEC prolif 384	Lung fibro prol	sEH activator	S1P2 blocker	S1P2 ag	sEH inh
CC(C)Cn1c(C(C)NC(=O)Cc2ccccc2)nc2ccccc21 (configuration not stated)
    16	95	-2	105	109	-2	17	-5	4
C=CCn1c(SCc2c(Cl)cccc2Cl)nnc1-c1cccnc1
    6	93	18	110	97	-2	0	0	1
CC1(C)CC(=O)C=C(Nc2ccc(OCC(F)(F)C(F)F)cc2)C1
    13	92	18	89	92	.	-1	-4	.
CCC1CCCCN1C(=O)COC(=O)c1cc2ccccc2cc1O (configuration not stated)
    5	95	.	99	97	.	.	.	.
Cn1ncc([N+](=O)[O-])c1C(=O)Nc1nc2ccccc2n1CCN1CCCCC1
    2	58	11	101	96	31	-4	0	-29
Cc1onc(-c2ccccc2Cl)c1C(N)=O
    19	.	9	91	89	.	12	-5	.
N/C(=N\c1nc2ccccc2o1)NC(=O)c1ccccc1F
    2	75	-8	92	104	9	-4	-4	-9
CC/C(=N\OC(=O)c1ccc(OC(C)C)cc1)c1ccc(C)cc1
    23	.	3	.	.	-13	-5	-2	15
COCCNC(=O)Nc1ccc2nc(C)sc2c1
    .	90	0	100	110	13	-10	-6	-12
COC(=O)c1ccc2ccn(CC(=O)NC(C)C)c2c1
    14	127	2	96	100	.	8	-2	.
Cc1cc(C)n(S(=O)(=O)Cc2ccccc2)n1
    1	.	-4	.	.	-3	0	-2	3
CCN(CC)S(=O)(=O)c1ccc(N2CCN(S(=O)(=O)c3ccccc3C#N)CC2)nc1
    4	38*	-2	92	92	4	3	-1	-1
CCC(=O)N1CCc2cc(S(=O)(=O)NC(Cc3ccccc3)C(=O)NC3CCCCC3C)ccc21 (configuration not stated)
    8	87	17	95	91	12	-8	-3	-12
Cc1ccc(-c2noc(CCC(=O)Nc3ccccc3C)n2)cc1
    11	102	3	94	97	11	13	-2	-12
O=C(CN1C(=O)NC(Cc2ccccc2)(Cc2ccccc2)C1=O)NCC1CCCCC1
    16	.	0	.	.	12	-5	-5	-9
Cc1ccccc1-c1nc(CN2CCC(C(=O)NCCCN3CC(C)CC(C)C3)CC2)c(C)o1 (configuration not stated)
    -1	64	-3	14*	77	7	11	-6	-5
Cn1c(C(=O)NCc2ccccc2)cc2oc3ccccc3c21
    -6	86	18	75	77	1	-34	-4	3
COC(=O)C1=C(C)N=C2SCCC(=O)N2C1c1cc(Br)ccc1OC (configuration not stated)
    14	81	-5	94	100	.	-8	-8	.
COc1ccc(CCNC(=O)COc2ccc(S(=O)(=O)NC3CCCCC3)cc2Cl)cc1
    11	.	34	.	.	-19	-193	-8	21
C=CCn1c(SCCC(=O)O)nc2c1c(=O)n(C)c(=O)n2C
    1	70	4	94	98	-8	2	-6	8
CCOC(=O)c1c(-c2cccs2)csc1NC(=O)CN1CCOCC1
    6	74	.	83	98	.	.	.	.
Cn1c(Cn2c(=O)sc3ccccc32)nnc1SCC(=O)N1CCOCC1
    10	102	.	107	96	.	.	.	.
CN1C(=O)N2CN(C3CCCCC3)CN3C(=O)N(C)C1C23 (configuration not stated)
    1	75	-2	89	95	10	-23	2	-8
CCc1cc(-c2n[nH]c(=S)n2-c2ccccc2C)cs1
    -1	.	-5	.	.	2	-19	-4	-1
O=C(Nc1cccnc1)c1ccc2snnc2c1
    7	85	6	88	101	1	16	1	-1
COc1ccccc1N1CCN(C(c2cccs2)C(C)NC(=O)c2cccs2)CC1 (configuration not stated)
    .	87	-12	91	100	-15	-4	-5	17
CCOc1ccc(C(C)=O)cc1COc1ccc(-n2cnnn2)cc1
    1	89	.	114	93	.	.	.	.
O=C(O)CCC(=O)N1CCc2cc(S(=O)(=O)NCc3cccs3)ccc21
    2	89	-1	95	98	.	8	-5	.
COc1ccc(N(CC(=O)NCc2cccs2)S(=O)(=O)c2c(C)nn(C)c2C)cc1
    2	102	6	111	101	-1	-16	-2	3
CCCC(=O)NC(=S)Nc1c(C)cc(Br)cc1C
    .	.	3	.	.	1	2	-4	0

Other results follow.
Fields: PostGolgi ctrl	H69AR inhibit	PTPN22 act	HUVEC prolif 384	Lung fibro prol	sEH activator	S1P2 blocker	S1P2 ag	sEH inh
CC(C)C(=O)Nc1c(C(=O)c2ccc(F)cc2)oc2ccccc12
    2	83	2	108	104	10	-22	-4	-11
COCCN1CCN(c2cc(-c3ccccc3)nc3cc(-c4cccc(F)c4)nn23)CC1
    .	42	6	80	90	-2	-5	-7	5
O=C(NC(c1ccccc1)c1ccccc1)c1ccc(Br)o1
    -6	97	-4	94	92	-6	-3	-3	7
CSc1n[nH]c(NCc2ccc(C)cc2)n1
    .	94	5	92	94	8	11	-1	-5
Cc1ccc(C2CC(c3ccc(F)cc3)Nc3nc(N)nn32)cc1 (configuration not stated)
    8	56	.	97	93	.	.	.	.
Cc1onc(-c2ccccc2)c1C(=O)Nc1ccc(-c2nnc3n2CCCCC3)cc1
    9	99	-10	93	100	1	-7	1	-2
COCc1cc(C)nc(OCC(=O)N/N=C/c2ccc(-c3cc([N+](=O)[O-])ccc3C)o2)c1C#N
    1	.	-8	.	.	-3	-13	-15	3
O=C1OCCC1Sc1nnc(-c2ccc(Br)cc2)o1 (configuration not stated)
    4	92	3	94	100	-6	-12	-4	9
CC(C)Oc1cccc(C(=O)Nc2ccc(NC(=O)c3ccco3)cc2)c1
    5	68	-3	83	113	-10	5	-2	10
c1ccc2c(-c3nn4nnnc4c4ccccc34)cccc2c1
    17	65	-15	94	85	2	-31	-3	-5
CCCCCn1c(=O)c(Cc2ccccc2)c(O)c2ccccc21
    .	86	0	110	103	1	3	-6	0
CC(=O)c1cc(-c2ccccc2)n(CC(=O)N2CCN(C3CCCC3)CC2)c1C
    -4	91	-5	109	94	-3	-9	-3	8
N#Cc1ccccc1Sc1ccccc1C(=O)OCC(=O)N1CCN(C(=O)c2ccco2)CC1
    7	70	.	109	92	.	.	.	.
CCC(C)n1c(=N)c(C#N)cc2c(=O)n3ccccc3nc21 (configuration not stated)
    .	68	5	103	100	9	-53	4	-9
O=c1oc2ccc(Br)cc2cc1-c1nc2ccccc2o1
    17	86	-3	103	110	21	17	-10	-20
O=C1C(=O)N(CCN2CCOCC2)C(c2ccncc2)/C1=C(/O)c1ccc2c(c1)OCO2 (configuration not stated)
    -1	113	.	89	87	.	.	.	.
Cn1c(/C=N/n2cnnc2)nc2ccccc21
    10	89	-1	101	93	5	5	-7	-7
CC1=C(CC/C(C)=N/NC(N)=S)C(C)(C)CCC1
    .	58	-3	91	99	-6	-19	-4	6
CCCCNC(=O)NS(=O)(=O)c1ccc(C(=O)OC(C)C)o1
    10	98	9	106	107	6	9	-5	-6
O=C(COc1ccc2ccccc2c1)NCCNC(=O)COc1ccc2ccccc2c1
    22	86	-6	80	90	0	-1	0	-4
CCOC(=O)/C(C#N)=C/c1cc(C)n(-c2ccccc2)c1C
    -2	62	-2	121	108	5	-8	1	-6
CCN1CCN(CC(=O)Nc2cc(F)ccc2C)CC1
    8	94	7	102	97	-5	-8	1	7
CN1CSC2=C(C#N)C(c3cccc(OCc4ccccc4)c3)CC(=O)N2C1 (configuration not stated)
    1	95	-2	99	104	-16	5	-5	16
COc1ccc(C(=O)N(CN2CCCC2=O)c2ccc(C)cc2)cc1
    9	94	4	94	66	.	16	-3	.
CC(C)CNS(=O)(=O)c1ccc(CCC(=O)Nc2ccc3c(c2)OCO3)cc1
    1	90	3	94	98	-12	9	-5	10
COc1ccc(C)cc1S(=O)(=O)N(C)CC(=O)N1CCCCCC1
    1	91	-3	92	105	10	-17	1	-10
Cc1ccc(Cn2ccc(NC(=O)c3cc(-c4ccc(Br)cc4)on3)n2)cc1
    2	82	-6	103	114	5	18	-5	-5
Cc1ccc(CNC(=O)COC(=O)c2ccc(S(=O)(=O)N3CCCC3)cc2)cc1
    8	.	2	.	.	-30	-7	-2	31
CC(C)(C)n1ncc2c(=O)n(CC(=O)Nc3ccccc3)cnc21
    1	80	-9	95	105	7	18	-2	-7
O=C(C#Cc1ccccc1)c1cccc([N+](=O)[O-])c1
    48*	1.4*	6	45	18*	-9	67*	-12	8

(continued)
Fields: PostGolgi ctrl	H69AR inhibit	PTPN22 act	HUVEC prolif 384	Lung fibro prol	sEH activator	S1P2 blocker	S1P2 ag	sEH inh
COc1ccc(C(=O)c2c(C)oc3ccc(O)c(CN4CCOCC4)c23)cc1
    4	.	-5	.	.	5	9	-12	-4
CCn1c(SCC(=O)N2CCC(C)CC2)nnc1-c1ccc(S(=O)(=O)N2CCN(C)CC2)cc1
    -6	86	12	90	94	0	-11	0	2
O=C(NC1CCCCCC1)c1c(O)c2ccccc2[nH]c1=O
    6	78	-8	112	101	-7	9	-6	8
O=C1NCCCC2c3c(cc(Br)c(O)c3Br)OC12N1CCOCC1 (configuration not stated)
    -1	100	-7	100	109	-12	10	1	12
Cc1nn(C)cc1C(C(=O)NC1CCCCC1)N(C(=O)Cc1cccs1)c1ccc(C(C)C)cc1 (configuration not stated)
    4	.	-7	.	.	-3	-3	-4	5
CS(=O)(=O)N(CC(=O)NC1CCCC1)Cc1ccc(Cl)cc1
    1	93	0	99	90	1	-7	-3	2
CCCn1c2c(c(O)c(C(=O)Nc3ccc(OCC)cc3)c1=O)CCCC2
    7	72	-6	123	95	-1	18	-3	1

Six compounds from above, sorted by formula weight, lowest first.
Fields: PostGolgi ctrl	H69AR inhibit	PTPN22 act	HUVEC prolif 384	Lung fibro prol	sEH activator	S1P2 blocker	S1P2 ag	sEH inh
O=C(C#Cc1ccccc1)c1cccc([N+](=O)[O-])c1
    48*	1.4*	6	45	18*	-9	67*	-12	8
O=C(NC1CCCCCC1)c1c(O)c2ccccc2[nH]c1=O
    6	78	-8	112	101	-7	9	-6	8
CS(=O)(=O)N(CC(=O)NC1CCCC1)Cc1ccc(Cl)cc1
    1	93	0	99	90	1	-7	-3	2
O=C1NCCCC2c3c(cc(Br)c(O)c3Br)OC12N1CCOCC1 (configuration not stated)
    -1	100	-7	100	109	-12	10	1	12
Cc1nn(C)cc1C(C(=O)NC1CCCCC1)N(C(=O)Cc1cccs1)c1ccc(C(C)C)cc1 (configuration not stated)
    4	.	-7	.	.	-3	-3	-4	5
CCn1c(SCC(=O)N2CCC(C)CC2)nnc1-c1ccc(S(=O)(=O)N2CCN(C)CC2)cc1
    -6	86	12	90	94	0	-11	0	2
